# Screening data: PubChem BioAssay, several laboratories
# DAT uptake mod: human DAT dopamine uptake with cocaine, either direction | LLC-PK1 hDAT cells, [14C]-dopamine uptake with cocaine IC80; actives deviate in either direction | B-score at 10 µM | 110,000 compounds, 1.3% hits;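 active = Z score or B-score, a plate-position-corrected score, falls beyond the plate's 99.7% confidence bounds, in either direction; inactive = both scores lie inside the 99.7% bounds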;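 also: scored against the spread of the other compound wells on the same plate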
# PTPN22 act: activators of human LYP (PTPN22) phosphatase | 96,000 compounds, 0.11% hits | activation, % at 2 µM | recombinant LYP, DiFMUP fluorescence; 0 = plate median, 100 = signal doubled;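 active = activation at 2 µM above a set limit, the mean plus 5 SD, cut at about 37% in these data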
# E coli WT exp: E. coli BW25113 growth inhibition, expanded screen. OD600 absorbance. growth inhibition, % at 100 µM. 98,000 compounds, 0.15% hits. AID 710;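 active = growth inhibition above about 50% at one test dose, limit read from the data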;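 also: growth measured after 20 h incubation at 37 °C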
# CYP2C9 inhib: inhibitors of human CYP2C9. CYP2C9 Supersomes, luciferin-H conversion, luminescence. AID 777. P11712. inhibition, % at 5 µM. 96,000 compounds, 20% hits;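 active = blocking of liver enzyme CYP2C9 beyond about 50% at 5 µM, limit read from the data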; also: values of inactives mirror those of a sister screen read the other way
# Pyk2 oligo antag: antagonists of human Pyk2 oligomerization. Q14289. Q293 cells, Pyk2 FERM NanoBiT luminescence; active compounds read low. z-score (the deposit names both 25 µM and 10 µM). 99,000 compounds, 0.83% hits. AID 1347419;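 active = Z-score of -3 or lower, scaled per plate to the spread of control and sample wells; inactive = z-score above -3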;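 also: negative z-score means lost luminescence so less FERM oligomerization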
# Target sequence (Q14289 whole entry, looked up): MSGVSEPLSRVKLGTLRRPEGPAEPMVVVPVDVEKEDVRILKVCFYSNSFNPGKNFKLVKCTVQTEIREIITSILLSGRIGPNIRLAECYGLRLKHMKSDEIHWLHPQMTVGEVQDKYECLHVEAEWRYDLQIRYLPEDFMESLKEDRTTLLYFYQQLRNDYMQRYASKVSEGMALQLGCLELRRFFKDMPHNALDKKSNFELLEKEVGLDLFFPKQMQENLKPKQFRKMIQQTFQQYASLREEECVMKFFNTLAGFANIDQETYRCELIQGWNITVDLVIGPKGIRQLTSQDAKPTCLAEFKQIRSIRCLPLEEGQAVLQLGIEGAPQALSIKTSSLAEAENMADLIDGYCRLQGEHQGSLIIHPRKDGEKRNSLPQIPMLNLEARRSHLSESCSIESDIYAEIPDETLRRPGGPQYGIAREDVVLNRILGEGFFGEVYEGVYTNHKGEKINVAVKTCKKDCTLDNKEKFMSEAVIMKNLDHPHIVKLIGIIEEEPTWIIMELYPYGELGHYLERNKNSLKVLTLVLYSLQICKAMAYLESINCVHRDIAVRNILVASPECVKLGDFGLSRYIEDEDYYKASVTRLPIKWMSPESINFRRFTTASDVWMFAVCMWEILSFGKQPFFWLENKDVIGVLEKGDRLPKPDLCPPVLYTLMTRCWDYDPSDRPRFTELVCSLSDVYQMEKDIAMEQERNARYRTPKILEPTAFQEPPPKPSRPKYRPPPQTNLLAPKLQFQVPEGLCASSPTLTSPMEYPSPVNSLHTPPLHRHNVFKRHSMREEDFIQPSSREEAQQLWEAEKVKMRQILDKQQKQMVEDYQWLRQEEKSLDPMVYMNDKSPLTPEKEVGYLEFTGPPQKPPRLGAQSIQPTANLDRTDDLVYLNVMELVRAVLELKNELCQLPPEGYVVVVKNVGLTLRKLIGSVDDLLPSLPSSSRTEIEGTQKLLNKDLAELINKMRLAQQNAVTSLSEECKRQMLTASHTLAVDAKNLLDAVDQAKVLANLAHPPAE
# LYP inh 2: blocks human PTPN22 phosphatase activity; AID 640; recombinant LYP catalytic domain, DiFMUP fluorescence; Q9Y2R2; 96,000 compounds, 0.21% hits; inhibition, % at 2 µM;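 active = inhibition at 2 µM at or above a set limit, the screen mean plus 3 SD, cut at about 24% in these data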;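 also: 0% = DMSO with enzyme and 100% = enzyme fully blocked by orthovanadate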
# PostGolgi ctrl: growth of the yeast control strain, post-Golgi counter-screen; 98,000 compounds, 5% hits; inhibition, % at 10 µM; AID 738; efflux-deficient yeast background strain, growth absorbance A615, 16 h
# PostGolgi yeast: growth inhibition of a yeast mutant, post-Golgi transport screen. post-Golgi transport phenotypic cell assay. inhibition, % at 10 µM. 98,000 compounds, 0.9% hits;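 also: yeast cells grown in 1536-well plates; yeast grown about 18 h at 30C before absorbance read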
# CYP2C9 activ: increases human cytochrome P450 2C9 activity; 96,000 compounds, 1.4% hits; activation factor at 5 µM; recombinant CYP2C9, luciferin-H conversion, luminescence; active compounds read high; factor 1 = untreated enzyme, 0 = blocked; P11712;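 active = activation factor of 2 or more for CYP2C9 at a 5 µM dose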;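 also: 0 = sulfaphenazole-blocked wells and 1 = vehicle-only wells; values of inactives mirror those of a sister screen read the other way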
# An asterisk follows results filed as active; · = no result given. Rule as the data show it, unless noted: active = inhibition above about 30%; inactive = the rest. Outcome played no part in choosing rows; about 24% have a hit in one of these screens.
SMILES,DAT uptake mod,PTPN22 act,E coli WT exp,CYP2C9 inhib,Pyk2 oligo antag,LYP inh 2,PostGolgi ctrl,PostGolgi yeast,CYP2C9 activ
CCc1cc(C)c(O)c(CC)n1,0.0075,-3,-1,11,0.66,2,5,-4,0.9
O=C(CN1C(=O)NC2(CCCC2)C1=O)Nc1ccc(F)c(F)c1F,-0.21,3,4,-35,0.97,-5,4,8,1.3
C=CCSC1=C(C#N)C(c2ccccc2OCC)C(C#N)C(=O)N1 (centres undefined),-0.95,0,4,54*,-0.25,-2,1,4,0.5
N#CC1=C(N)c2ccccc2CC12CCCCC2,0.057,-1,11,78*,-0.37,2,39*,1,0.2
COc1ccc2cc3cc(C(=O)NCC4COc5ccccc5O4)oc3nc2c1 (centres undefined),-0.0035,-2,-3,12,-1.1,1,6,-3,0.9
CCOC(=O)c1c(-c2ccccc2)oc2ccc(OC(C)=O)cc12,-0.2,8,-12,29,-2,-4,32*,-7,0.7
Nc1nc(-c2ccc3ccccc3c2)c(C2(O)C(=O)Nc3c(Br)cc(F)cc32)s1 (centres undefined),-0.34,2,-5,-12,0.4,0,12,-2,1.1
CSc1nc(-c2ccccc2)ccc1C(N)=O,-0.04,4,1,44,0.75,-2,3,4,0.6
CNC(=O)c1sccc1-n1cccc1,0,5,4,2,0.13,-5,2,-1,1
COc1ccc(C2C(C(=O)c3ccco3)=C(O)C(=O)N2CCOCCO)cc1OC (centres undefined),-0.11,3,9,-8,0.45,1,3,-1,1.1
O=C(CCCSc1nc(-c2ccco2)cc(C(F)(F)F)n1)NCc1cccs1,0.81,2,-9,80*,-0.01,-4,12,-2,0.2
CN(C1CCCCC1)S(=O)(=O)c1ccc2c(c1)c(=O)c(C(=O)NCCCN1CCCC1)cn2C,-0.71,·,4,16,·,·,24,-11,0.8
CC1=C(C(=O)Nc2ccccc2)C(c2ccccn2)n2ncnc2N1 (centres undefined),-0.62,0,10,-13,0.01,3,10,1,1.1
Cc1ccc(-n2c(C)cc(C(=O)COC(=O)C3=NNC(=O)CC3)c2C)cc1,0.4,0,0,52*,-1.1,-2,17,4,0.5
Cc1ccc(/C=c2/sc3n(c2=O)CCCN=3)o1,0.17,9,·,·,0.26,-10,·,·,·
CC(C)CCn1c(CN2CCOCC2)nc2c1c(=O)n(C)c(=O)n2C,0.42,·,4,-6,·,·,3,1,1.1
C=CCOc1ccc(C2C(C(=O)c3ccco3)=C(O)C(=O)N2CCCN(CC)CC)cc1 (centres undefined),-1.2,-1,-3,-5,-0.28,-1,3,-1,1.1
N#CCCN1CCN(S(=O)(=O)c2ccc(S(=O)(=O)NC3CCCC3)cc2)CC1,-0.85,-8,0,-23,·,7,0,-2,1.2
N=c1sc2ccccc2n1-c1ccccc1,0.31,-5,5,-8,1.4,2,17,-9,1.1
CN(C(=O)c1ccc(Cl)cc1)C1=CCCCC1CCC#N (centres undefined),0.36,11,-2,15,0.39,-14,19,9,0.8
COc1ccc(C2NC(=O)NC(O)(C(F)(F)F)C2C(=O)c2ccc(C)cc2)cc1 (centres undefined),0.54,13,-3,22,0.83,-16,2,-34,0.8
CCSc1nc(-c2ccc(OC)cc2)cc(-c2ccc(OC)cc2)c1C#N,0.84,16,-14,75*,-1.1,-16,7,0,0.2
CS(=O)(=O)N1CCCC(C(=O)NCc2ccccn2)C1 (centres undefined),0.88,9,7,-13,-0.71,-8,4,-1,1.1
Cc1ccc(N(CC(=O)NCCSCc2ccco2)S(=O)(=O)c2ccc(C)cc2)cc1,-0.0095,-1,-19,88*,0,6,16,-3,0.1
COc1ccc(CN2CCOCC2)cc1,-0.26,-8,-4,-17,0.57,10,-3,-2,1.2

# Other records:
SMILES,DAT uptake mod,PTPN22 act,E coli WT exp,CYP2C9 inhib,Pyk2 oligo antag,LYP inh 2,PostGolgi ctrl,PostGolgi yeast,CYP2C9 activ
COc1ccc(C(=O)NCC(=O)n2nc(C)cc2C)cc1OC,-0.32,-2,5,-96,0.72,2,16,2,2*
Cn1c(=O)c2[nH]c(-c3ccccc3O)nc2n(C)c1=O,·,8,-1,14,·,-2,-1,1,0.9
CCCNC(=O)c1c(C)cc(=O)oc1C,-1.9,3,-4,-4,0.41,-4,2,11,1
Cc1c(NC(=O)CSc2nnc(-c3ccco3)n2-c2ccccc2)c(=O)n(-c2ccccc2)n1C,1,0,8,1,0.23,-3,3,21,1
Nc1c(C(=O)NCc2ccc(Cl)cc2)sc2nc3c(c(C(F)(F)F)c12)CCC3,0.58,-9,-30,61*,-0.64,7,15,-1,0.4
O=S(=O)(c1cccc(C(F)(F)F)c1)N1CCN(c2nnnn2-c2ccccc2)CC1,-1.6,-5,-14,-22,-0.77,5,6,-10,1.2
O=C(CSc1nnc(-c2ccncc2)n1Cc1ccco1)Nc1nc(-c2ccccc2)cs1,-0.074,8,-5,38,1,-9,1,-2,0.6
CCCCc1nnc(NC(=O)CCSc2ccccc2)s1,-0.18,1,-7,41,0.57,2,5,-9,0.6
CCOC(=O)C1CCCCN1C(=O)CCc1c(C)nc2ncnn2c1C (centres undefined),0.48,8,-2,-4,0.76,-10,-5,3,1
CC(C)(NC(=O)N1CCOCC1)c1cccc(C(C)(C)NC(=O)N2CCOCC2)c1,-0.73,-2,·,·,0.53,3,·,·,·
Cc1occc1C(=O)Nc1c(F)cc(F)cc1Br,0.63,-4,0,0,-0.5,0,11,-2,1
O=C(/C=C/c1cccs1)NC(=S)NNC(=O)Cc1cccs1,-1.8,-7,·,·,-0.09,8,·,·,·
COc1ccc([N+](=O)[O-])cc1N(CC(O)Cn1nnc2ccccc21)S(=O)(=O)c1ccc(C)cc1 (centres undefined),-0.79,-14,-3,64*,-0.39,12,2,-4,0.4
Cc1cccc(N2C(=O)CS/C2=N\NC(=O)c2ccc(Cl)cc2)c1C,-1.4,-2,·,·,-0.13,4,·,·,·
CCOC(=O)c1ccccc1NC1CC(=O)N(c2ccccc2C)C1=O (centres undefined),0.81,-6,1,76*,-1.6,11,3,11,0.2
CCOC(=O)c1ccc(N/C=C/C(=O)c2ccc(OC)cc2)cc1,1.5,-3,-6,-6,0.61,5,-8,2,1.1
CC(CNC(=O)C1CCCCC1)NC(=O)C1CCCCC1 (centres undefined),0.73,12,1,-12,0.18,-15,2,5,1.1
O=C(Oc1ccccc1Cl)c1ccccc1P(=O)(O)O,-1.3,9,0,-5,0.68,-8,0,-5,1.1
CN(Cc1ccccc1)C(=O)COC(=O)c1ccc2c(c1)OCO2,0.09,·,7,4,0.32,·,7,-9,1
CCCCn1c(=O)cc(O)c2ccccc21,0.84,17,2,-20,-0.35,-12,9,-6,1.2
CCc1ccccc1NC1c2ccccc2C(=O)N1c1cccnc1 (centres undefined),0.58,-8,1,15,0.18,5,4,-3,0.8
Cc1cc2nc(-c3ccc(SCC(=O)Nc4ccc5c(c4)OCCO5)nc3)[nH]c2cc1C,-0.89,-10,1,78*,-2.3,14,7,-3,0.2
CCOC(=O)Cc1csc(NC(=O)c2ccncc2)n1,0.41,4,6,56*,0.93,-8,-6,-3,0.4
c1ccc2[nH]c(SN3CCOCC3)nc2c1,0.6,5,4,-12,·,-1,26,10,1.1
CCCCn1nc2cc(C(=O)NCCc3cccs3)ccc2c1OCC,1.2,12,0,53*,·,-14,5,9,0.5

# 5 compounds from above, arranged by molecular weight, ascending.
SMILES,DAT uptake mod,PTPN22 act,E coli WT exp,CYP2C9 inhib,Pyk2 oligo antag,LYP inh 2,PostGolgi ctrl,PostGolgi yeast,CYP2C9 activ
CCCCn1c(=O)cc(O)c2ccccc21,0.84,17,2,-20,-0.35,-12,9,-6,1.2
CCOC(=O)Cc1csc(NC(=O)c2ccncc2)n1,0.41,4,6,56*,0.93,-8,-6,-3,0.4
Cc1occc1C(=O)Nc1c(F)cc(F)cc1Br,0.63,-4,0,0,-0.5,0,11,-2,1
COc1ccc(C(=O)NCC(=O)n2nc(C)cc2C)cc1OC,-0.32,-2,5,-96,0.72,2,16,2,2*
Cc1c(NC(=O)CSc2nnc(-c3ccco3)n2-c2ccccc2)c(=O)n(-c2ccccc2)n1C,1,0,8,1,0.23,-3,3,21,1

# The list goes on:
SMILES,DAT uptake mod,PTPN22 act,E coli WT exp,CYP2C9 inhib,Pyk2 oligo antag,LYP inh 2,PostGolgi ctrl,PostGolgi yeast,CYP2C9 activ
COc1ccccc1OCc1nc(C#N)c(NCc2ccco2)o1,0.26,1,8,80*,0.59,-2,1,0,0.2
CC(C)n1nc(C(=O)OCC(=O)c2c[nH]c3ccccc23)c2ccccc2c1=O,0.28,4,-4,22,-3.6*,-2,29,-3,0.8
O=C(C1CCC1)N1CCc2cc(S(=O)(=O)N3CCN(c4ccccn4)CC3)ccc21,0.61,·,-19,40,-0.63,·,16,9,0.6
CCCCC(=O)NC(c1ccco1)c1c(O)ccc2ccccc12 (centres undefined),-0.5,-2,9,70*,-1.4,-1,0,0,0.3
O=C(O)c1[nH]c2ccc(Cl)cc2c1CC(=O)N1CCN(c2ccccc2)CC1,-0.19,-1,4,6,0.95,2,-1,2,0.9
Cc1ccc(SCCCCN2C(=O)NC(C)(C)C2=O)cc1,1.3,-11,7,77*,0.06,10,10,-9,0.2
CCOC(=O)N=S(N)(=O)c1ccccc1 (centres undefined),0.063,·,-3,-16,0.4,·,2,0,1.2
Cc1cccc(-n2cnc(C(=O)Nc3cccnc3)c2)n1,0.18,8,-6,88*,-0.22,-10,32*,7,0.1
O=C(Nc1ccccc1)c1cccc(S(=O)(=O)N2CCCCC2)c1,1.3,8,1,48,0.33,-9,10,-2,0.5
Cc1ccc(CNC(=O)c2cc3c(=O)n(C)c4ccccc4c3n2C)o1,0.034,4,-3,36,·,-5,2,-8,0.6
O=C(CSc1nc2cc(Cl)ccc2s1)N1CCN(C(=O)c2ccco2)CC1,0.81,4,4,86*,1.8,0,4,7,0.1
CC1=NN(Cc2ccccc2)C(=O)/C1=C\c1ccc(N(C)C)cc1,-1.7,0,5,-5,-0.09,-2,11,4,1.1
CCCSc1nnc(-c2c[nH]c3ccccc23)n1C,-0.11,·,3,8,·,·,23,-8,0.9
CCC(C)(C)n1nnnc1CN(Cc1ccc(Cl)cc1)Cc1ccco1,·,-13,3,96*,-0.15,11,15,2,0
O=C(CN1CCN(c2ccc(Cl)cc2)CC1)c1ccc2c(c1)OCO2,-0.48,3,1,18,-0.31,-4,20,-3,0.8
O=C(Nc1ccccc1)NC1CCCCC1,-0.037,5,0,7,0.05,-5,-3,2,0.9
c1ccc(-c2nc(NCC3CCCO3)c3ccccc3n2)nc1 (centres undefined),0.69,-7,19,0,-0.27,6,3,3,1
CCCCn1c(NCc2ccccc2NS(=O)(=O)c2ccc(C)cc2)nc2ccccc21,-0.38,-12,-7,50*,-0.36,16,10,-4,0.5
Cc1ccc(SCC(=O)c2cc(C)c(OC(=S)N(C)C)c(C)c2)cc1,0.49,8,-6,59*,-1.6,-7,6,-8,0.4
COc1ccc(C(=O)NCCc2nnc(SCC(=O)Nc3ccc(Br)cc3)n2C)cc1,0.65,8,4,65*,1.9,-6,4,-6,0.3
CCc1c(C(=O)OC)nnc2cc(C)nn12,-0.38,1,-7,-3,-0.48,-2,1,-3,1
COc1ccc(Cc2nnc(N)s2)cc1,0.43,7,1,1,0.27,-5,-8,-8,1
O=C(NC1CCCC1)C(c1ccsc1)N(C(=O)Cc1cccs1)c1ccc(F)cc1 (centres undefined),0.6,2,-10,5,0.57,-3,3,35*,0.9
Cc1ccc(S(=O)(=O)N2CCC(C(=O)N3CCC[C@H]3C(=O)NCc3ccccc3)CC2)cc1,-0.36,8,-6,23,2,-2,0,4,0.8
CCOc1cc(CN2CCOCC2)cc(C(C)=O)c1,0.045,3,1,6,0.76,-5,3,-10,0.9
Cc1ccc(C)c(-c2nn(-c3cc(N4CCN(CCO)CC4)ccc3[N+](=O)[O-])c(=O)c3ccccc23)c1,0.65,-5,-7,45,-1.9,9,48*,-2,0.5
CCCCN1C(=O)c2ccc(C(=O)NC3=NCCS3)cc2C1=O,0.81,1,-3,72*,-0.83,-2,25,-5,0.3
